S1P4 agonist: human S1P4 receptor agonism; S1P4-expressing cell line, agonist reporter assay; activation, % at 4.98 µM; 220,000 tested, 0.35% active; in the data active = activation above about 11%;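 note: 0% = DMSO vehicle and 100% = reference agonist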
Target sequence (O95977 whole entry, looked up): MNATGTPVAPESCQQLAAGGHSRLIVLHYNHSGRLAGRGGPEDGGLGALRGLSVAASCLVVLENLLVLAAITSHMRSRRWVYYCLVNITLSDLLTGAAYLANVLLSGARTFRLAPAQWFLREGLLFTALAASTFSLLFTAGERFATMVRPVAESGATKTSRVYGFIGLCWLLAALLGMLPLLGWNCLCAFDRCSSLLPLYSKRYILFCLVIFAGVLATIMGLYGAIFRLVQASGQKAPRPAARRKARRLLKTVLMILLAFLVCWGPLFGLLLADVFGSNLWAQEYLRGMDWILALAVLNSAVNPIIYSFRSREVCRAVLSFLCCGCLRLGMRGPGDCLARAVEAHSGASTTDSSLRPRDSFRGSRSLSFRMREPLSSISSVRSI
BaF3 tox: reduces parental Ba/F3 cell viability, JAK2V617F counter-screen | CellTiter-Glo ATP luminescence | inhibition, % at 5.6 µM | 220,000 tested, 1.1% active | AID 1486;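 active = inhibition above a per-campaign cutoff, the mean inhibition of all tested compounds plus 3 SD, cut at about 27% in these data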;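 note: 0% = DMSO wells and 100% = JAK Inhibitor I control wells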
Ba/F3 V617F tox: reduce viability of Ba/F3 cells dependent on JAK2V617F; Ba/F3 EpoR-JAK2V617F viability, ATP luminescence; inhibition, % at 5.6 µM; 220,000 tested, 1.1% active;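 active = inhibition above the campaign mean plus 3 SD over all tested compounds, cut at about 24% in these data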;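 note: cytokine-independent growth of Ba/F3 cells driven by EpoR plus mutant JAK2; 0% = DMSO-treated cells and 100% = JAK inhibitor I control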
S1P4 antag: blocks the human S1P4 receptor; AID 1510; inhibition, % at 4.98 µM; O95977; 220,000 tested, 0.26% active; S1P4-expressing cells, antagonist mode, reporter read-out; in the data active = inhibition above about 29%;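 note: 0% = wells stimulated with agonist and 100% = vehicle wells without agonist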
Runt-CBFb FRET: blocks binding of human RUNX1 Runt domain to CBFb | Q01196+Q13951 | Cerulean-Runt/Venus-CBFb FRET ratio 530/480, 1 h | inhibition, % at 20 µM | 220,000 tested, 0.46% active;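 active = inhibition over about 50% at 20 µM in the single-dose screen, limit read from the data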;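 note: 0% = DMSO wells and 100% = excess unlabeled CBFb competitor control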
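Measured by: fluorescence energy transfer, 422 nm excitation, 530/480 nm emission; test system: Cerulean-tagged RUNX1 Runt domain (FRET donor) fusion protein; buffer or medium: Tris pH 7.5 buffer with BSA; compound: one dose, 20 µM compound, 1% DMSO; times: two 1 h room-temperature incubations shielded from light; benchmarks: unlabeled CBFb 5 µM, positive control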
NPY Y1 blocker: blocks the human neuropeptide Y Y1 receptor; HEK293-CNG Y1 cells, membrane potential fluorescence; NPY at EC95, then isoproterenol; inhibition, % at 3.6 µM; 200,000 tested, 1% active; AID 1040;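 active = inhibition above the campaign mean inhibition of all tested compounds plus 3 SD, cut at about 20% in these data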;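 note: 0% = DMSO wells given NPY plus isoproterenol and 100% = isoproterenol alone without NPY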
Target sequence (P25929 whole entry, looked up): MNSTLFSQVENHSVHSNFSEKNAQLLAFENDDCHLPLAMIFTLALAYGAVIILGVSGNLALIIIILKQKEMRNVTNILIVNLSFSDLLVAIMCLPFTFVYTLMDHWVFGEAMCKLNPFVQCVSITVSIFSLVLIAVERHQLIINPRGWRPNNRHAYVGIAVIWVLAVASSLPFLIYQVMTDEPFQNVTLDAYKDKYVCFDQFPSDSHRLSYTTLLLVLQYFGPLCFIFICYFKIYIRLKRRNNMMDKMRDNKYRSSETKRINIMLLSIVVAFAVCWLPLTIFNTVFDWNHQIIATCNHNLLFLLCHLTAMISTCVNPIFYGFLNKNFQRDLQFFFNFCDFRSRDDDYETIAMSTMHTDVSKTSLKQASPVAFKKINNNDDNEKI
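Assay system: HEK293 cells with Y1 receptor plus CNG channel | Probe or stimulus: NPY (25 nM), isoproterenol (1 µM), Ro 20-1724 (25 µM) | Timing: Compound incubation 1 h at room temperature, readout 45 min post-stimulation | Measured by: Membrane-potential fluorescent dye readout | Benchmarks: High control isoproterenol alone, low control NPY with isoproterenol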
RBBP9 inhibitor: human RBBP9 hydrolase inhibition; O75884; AID 1515; inhibition, % at 7.94 µM; recombinant RBBP9, FP-Rh probe fluorescence polarization; 220,000 tested, 0.2% active;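 active = inhibition above the campaign mean of all tested compounds plus 3 SD, cut at about 14% in these data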;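 note: plate controls were DMSO wells with RBBP9 for no effect and wells lacking RBBP9 protein for full effect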
Target sequence (O75884 whole entry, looked up): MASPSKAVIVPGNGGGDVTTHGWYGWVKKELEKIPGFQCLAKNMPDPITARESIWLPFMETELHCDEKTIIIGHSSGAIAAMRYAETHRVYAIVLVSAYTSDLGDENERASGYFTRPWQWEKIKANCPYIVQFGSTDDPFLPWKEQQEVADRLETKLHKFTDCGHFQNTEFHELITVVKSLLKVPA
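System: RBBP9 protein | Quantity: 2.5 µM RBBP9 dispensing solution, before mixing | Reagent: FP-Rh probe, 375 nM dispensing solution | Timing: Enzyme-compound preincubation 30 min, then probe labeling 45 min, 25 °C | Measured by: Fluorescence polarization | Read-out: % inhibition | Replication: One well per compound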
NPY1 pot ag: potentiators or agonists of human neuropeptide Y receptor Y1; P25929; NPY-Y1 expressing cells, potentiator/agonist activation; activation, % at 3.6 µM; 220,000 tested, 0.37% active; AID 1304; in the data active = activation above about 33%, passing the limit was not always enough;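 note: cells stimulated with NPY at EC10 then isoproterenol at EC100; 0% = low agonist plus stimulus and 100% = saturating agonist plus stimulus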
NPY-Y2 PAM-ag: potentiates or activates human NPY-Y2 receptor; P49146; cells expressing NPY-Y2, potentiator/agonist read-out; activation, % at 3.6 µM; 220,000 tested, 0.45% active; in the data active = activation above about 27%;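 note: cells stimulated with NPY near EC25 plus isoproterenol at EC100; 0% = vehicle plus submaximal agonist and 100% = vehicle plus saturating agonist; some results beyond the cut were filed as inactive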
Starred values were filed as active, the others as inactive; nt = not tested or not shown. Random draw from the library; about 3.6% have a hit in one of these screens.

mol,S1P4 agonist,BaF3 tox,Ba/F3 V617F tox,S1P4 antag,Runt-CBFb FRET,NPY Y1 blocker,RBBP9 inhibitor,NPY1 pot ag,NPY-Y2 PAM-ag
O=c1[nH]c(CN2CCN(Cc3ccc4c(c3)OCO4)CC2)nc2ccccc12,-0.6,7,3,-11,1,10,-3,-6,4
COc1cc2c(cc1OC)-c1c(OC)c(OC)cc3ccnc(c13)C2=O,0.7,39*,47*,-17,-4,-4,-7,-27,-8
Cc1cc(NC(=O)CSc2nccn2-c2ccc(Cl)cc2)no1,0.1,5,2,8,1,7,-3,-19,-7
COc1ccccc1-c1cc(C(F)(F)F)c(C#N)c(=O)[nH]1,-0.7,9,4,15,0,6,-5,-19,-27
Cc1ccc(C(=O)NC(Cc2c[nH]c3ccccc23)C(=O)O)cc1 (configuration not stated),-1.5,1,-4,-9,2,-1,-11,2,-1
Cc1ccc(S(=O)(=O)N2CCN(C(=O)CC(C)(C)C)CC2)cc1,0.4,7,1,2,-1,-1,3,16,-2
Cn1cnnc1SCC(=O)Nc1cc(S(=O)(=O)N2CCCCC2)ccc1Cl,-1.9,2,-2,17,3,nt,-1,5,-33
CC1CN(Cc2ccccc2Cl)CC(C)O1 (configuration not stated),0.1,4,0,3,-1,0,-5,-9,-5
COc1ccccc1N(C)S(=O)(=O)c1ccc(C(=O)OCC(=O)Nc2cc(C)on2)cc1,0.7,2,-1,5,-2,6,-3,18,1
NNc1nc2c(Cl)c(Cl)ccc2s1,0.4,5,-1,3,5,3,12,-15,2
CCCN1C(=O)SC(CC(=O)Nc2ccccc2)C1=O (configuration not stated),0.4,1,-2,3,1,-5,-1,-42,-4
COc1ccc(NC(=O)CC2SC(=NCC3CCCO3)NC2=O)c([N+](=O)[O-])c1 (configuration not stated),0.7,6,0,-26,3,-1,0,15,1
O=C(CSc1nnc(-c2cccs2)n1CC1CCCO1)N1CCCC1 (configuration not stated),1.4,2,1,2,2,-1,-10,5,-2
COc1cc(C(C(=O)NC2CCCCC2)N(Cc2cccs2)C(=O)Cc2c[nH]c3ccccc23)cc(OC)c1OC (configuration not stated),2.2,2,3,-12,3,3,-3,5,32*
COc1ccccc1NC(=O)C(=O)N(c1cccnc1)C(C(=O)NC(C)(C)C)c1ccccc1 (configuration not stated),0.7,1,-1,-9,0,5,-6,-1,3
Cc1cccc(OCc2nnc(SCc3nc4ccccc4c(=O)[nH]3)o2)c1,0.9,3,1,-32,1,8,-11,-25,-12
O=C(c1ccco1)N1CCN(C(c2ccccc2)c2nnnn2Cc2cccs2)CC1 (configuration not stated),-1.9,3,-3,7,-1,8,-2,-1,15
O=C(NCc1ccc(F)cc1Cl)C1CCN(S(=O)(=O)N2CCC3(CC2)OCCO3)CC1,1.4,3,4,-8,-1,0,-8,-8,-10
O=C(NCC(=O)N1CCN(c2ncccn2)CC1)c1cccs1,-3.6,1,-4,6,-1,6,0,-7,12
O=C(CSc1n[nH]c(=O)[nH]c1=O)c1ccccc1[N+](=O)[O-],0.1,-2,-4,7,8,nt,-5,-1,0
O=C(CCNc1cccc(F)c1)c1cccc([N+](=O)[O-])c1,0.0,5,0,-10,-2,0,-2,12,19
CNC(=O)/C(=N\O)c1ccccc1,0.8,6,2,-19,-2,1,-9,4,7
Cc1ccc(NC(=O)c2c(Cl)n(C)c3ccccc23)cc1,-2.0,9,2,5,-3,4,-1,-3,-18
Cn1c2c(c(=O)n(C)c1=O)C(NC(=O)c1ccco1)(C(F)(F)F)C(=O)N2 (configuration not stated),0.6,2,-3,7,-1,1,-2,9,12
Cc1cccc(C)c1NC(=S)Nc1ccc(F)cc1,0.5,4,0,20,4,-3,-5,-2,-7
Cc1cc(NC(=O)c2sccc2C)n(-c2cccc(Cl)c2)n1,-1.0,4,4,8,0,-4,-4,1,-2
Cc1cccc(OCC(=O)NC(Cc2c[nH]c3ccccc23)C(=O)O)c1C (configuration not stated),-0.4,4,-1,-23,-3,5,-1,-7,-17
COc1ccc(-c2nnn(CCc3nn[nH]n3)n2)cc1,3.0,1,-5,-14,nt,13,2,1,-26
OCCn1c(SC2CCCCC2)nc2ccccc21,-2.7,3,1,-20,-2,2,-4,-8,-5
COc1cccc(-n2c(=O)c3c(C)c(C(=O)N(C)C)sc3n(CC(=O)NCC3CCCO3)c2=O)c1 (configuration not stated),0.3,-2,-2,3,0,1,-7,1,2
CCOc1cc(/C=C2/NC(=O)N(CC(=O)Nc3cccc(C)c3)C2=O)ccc1O,0.0,10,5,-12,-3,8,-11,-2,-5
C=CCSc1n[nH]c(-c2ccc(OCCC)cc2)n1,-2.2,2,-4,-18,0,-4,-9,-13,-9
COc1cccc(OC)c1C(=O)Nc1nnc(C(C)C)s1,1.5,4,-2,6,0,2,-10,-24,-24
CCCN1Cc2cccc(C(=O)Nc3ccc(S(=O)(=O)N4CCCCCC4)cc3)c2C1=O,-0.8,-1,-3,-18,-4,-4,-7,12,4
Cc1ccc(-n2cc3c(-c4cccc(Br)c4)nnc(C)c3n2)cc1,1.6,6,2,11,-3,6,2,-31,-22
COc1ccc(OC)c(NC(=S)NCC(c2cccnc2)N2CCOCC2)c1 (configuration not stated),0.1,1,-4,-12,2,0,-8,3,-5
COc1ccc(Nc2ncccc2C(=O)O)cc1,0.9,8,3,-10,4,7,4,2,-2
O=C1COc2ccc(N3C(=O)c4ccccc4C3=O)cc2N1,-1.3,6,0,14,-3,0,0,0,2
COC(=O)c1c(NC(=O)c2ccco2)sc2c1C(C(=O)OC)CC2 (configuration not stated),1.1,0,-1,-15,-1,7,3,16,3
C=CCOCCN(CC)CC,-0.4,-2,1,-3,-2,nt,4,-14,12
Cc1ccnc(NC(=O)C2COc3ccccc3O2)c1 (configuration not stated),-0.1,85*,7,-12,-2,4,-8,19,-15
C=CCSc1nc(NC)c2sccc2n1,1.6,2,-2,-23,-3,2,-4,14,11
O=C(Cc1cccs1)Nc1nnc(SCc2cccc3ccccc23)s1,1.0,6,-2,-14,3,7,-6,9,6
Cc1cccc(Sc2nc(-c3ccccc3)ccc2C#N)c1,2.2,3,1,-21,0,14,-10,-95,-45
CC1(C)CC(=O)C=C(C(=O)N2CCCC(C(=O)c3cccc(Cl)c3)C2)O1 (configuration not stated),0.6,5,3,-5,-4,7,-6,0,4
S=C1NC2CCCCC2N1 (configuration not stated),0.1,11,3,-28,0,1,-4,-12,-1
CCOc1ccc(S(=O)(=O)N2CCN(C(=S)NCc3ccccc3)CC2)cc1,-0.7,0,-2,-2,1,nt,-7,-1,0
O=C(CN1CCN(Cc2ccccc2)CC1)N/N=C/c1ccc(Br)s1,0.7,0,-4,11,1,nt,4,9,-11
CC(C)N1C(=O)S/C(=C/c2ccc(Sc3nc4ccccc4[nH]3)o2)C1=O,0.3,5,2,-16,1,-3,-9,-8,-2
COc1ccc(-c2cc(=O)c3cc(F)ccc3[nH]2)cc1,1.2,2,-5,1,1,-3,-4,-3,6
CC(C)CSc1nc2c(c(=O)[nH]c(=O)n2C)n1CCc1ccccc1,1.6,4,3,-7,-3,3,-9,3,-7
CCOc1ccc(CCNC(=O)C2=C(C)C(=O)OC23CCCCC3)cc1OCC,1.3,4,-1,2,-1,2,-3,14,-1
CC(C)(C)C1CCC(=NNc2nc3ccccc3[nH]2)CC1 (configuration not stated),1.8,0,1,-21,2,2,-6,-14,-10
CN(C)Cc1nc2c(c(=O)[nH]1)C(C)(C)Cc1ccccc1-2,1.4,4,2,3,1,4,-2,6,-5
Cc1ccc(N=CC2=C(O)CC(c3ccc(Cl)cc3)CC2=O)cc1 (configuration not stated),0.6,4,-1,2,0,-2,-8,4,2
O=C(Nc1cnn(Cc2ccc(Cl)c(Cl)c2)c1)C12CC3CC(CC(C3)C1)C2,-0.1,0,1,-10,-1,-2,-6,11,-10
C[C@@H]1C=C[C@](Cc2ccccc2)(C(=O)NCCc2c[nH]c3ccccc23)N1C(=O)c1ccccc1,-1.1,4,-3,18,-2,35*,-6,-30,0
COC(=O)c1c(NC(=O)CN2CCCC(C)C2)c2c(C)cccc2n1C (configuration not stated),-1.1,6,7,-4,-2,32*,-9,-16,-17
c1ccc(-c2ccccc2-n2cnnn2)cc1,-0.2,0,-2,-22,-3,4,-10,-4,-6
CCN(CC)S(=O)(=O)c1cccc(C(=O)NC2CCCCC2)c1,-1.0,2,-3,-14,2,6,-2,17,11

Following part:
mol,S1P4 agonist,BaF3 tox,Ba/F3 V617F tox,S1P4 antag,Runt-CBFb FRET,NPY Y1 blocker,RBBP9 inhibitor,NPY1 pot ag,NPY-Y2 PAM-ag
CC1CCN(c2ccc(C=O)o2)CC1,-1.3,0,1,-1,0,-2,-4,2,15
O=C1c2oc3ccccc3c(=O)c2C(c2ccc(O)cc2)N1c1nccs1 (configuration not stated),1.1,7,-1,-2,-5,-7,-5,11,15
COc1ccc(C(=O)N/C(=C\c2ccco2)C(=O)NC2CCS(=O)(=O)C2)cc1 (configuration not stated),-1.4,-2,-3,-7,-1,0,7,9,8
CCN(CC)c1ccc(/C=c2/sc3nnc(-c4ccccc4C)n3c2=O)cc1,-2.4,6,1,-3,-13,-3,1,-11,12
O=C(Nc1ccccc1F)NC1CC1,0.9,3,1,-16,1,2,-2,4,12
CCC(=O)Nc1nonc1-c1nc2ccccc2n1CC(C)C,0.3,3,-2,-11,-1,5,1,10,5
C=C(C)Cn1c(-c2ccc(OC)cc2)nc2ccccc21,0.8,1,-4,-15,0,5,-8,-8,5
CN1CCN(C(=O)c2cc(-c3ccco3)on2)CC1,-0.4,2,-3,4,1,6,0,21,-6
CC1CCCCN1C(=S)NC(=O)c1cccs1 (configuration not stated),-0.1,-8,-2,-12,2,nt,-2,-6,-3
O=C1NC(=Nc2cccc(O)c2)S/C1=C\c1cccnc1,-1.1,1,4,6,4,nt,-11,4,27
Cc1cc(NC(=O)CS(=O)(=O)c2cn(C)c3ccccc23)no1,3.3,0,-3,-3,1,-3,0,-1,-14

3 of the entries above in order of their number in S1P4 antag, largest number first.
canonical_smiles | S1P4 agonist | S1P4 antag | Runt-CBFb FRET | NPY Y1 blocker | RBBP9 inhibitor | NPY1 pot ag | NPY-Y2 PAM-ag
CCN(CC)c1ccc(/C=c2/sc3nnc(-c4ccccc4C)n3c2=O)cc1 | -2.4 | -3 | -13 | -3 | 1 | -11 | 12
COc1ccc(C(=O)N/C(=C\c2ccco2)C(=O)NC2CCS(=O)(=O)C2)cc1 (configuration not stated) | -1.4 | -7 | -1 | 0 | 7 | 9 | 8
CC1CCCCN1C(=S)NC(=O)c1cccs1 (configuration not stated) | -0.1 | -12 | 2 | nt | -2 | -6 | -3
